# NCI-60 one-dose screen, 48 h, at 10 µM unless noted. Numbers give growth in % (100 = growth as untreated, 0 = no growth, -100 = all killed).
# SNB-19 = SNB-19 CNS cancer cells. actives 2.5% (n = 81,000). AID 1794751
# A498 = A498 renal cancer cells; actives 5.4% (n = 76,000)
# RXF 393 = RXF 393 renal cancer cells; actives 6.9% (n = 77,000)
# SF-268 = SF-268 CNS cancer cells; actives 3.1% (n = 82,000); AID 1794759
# ACHN = ACHN renal cancer | actives 4.9% (n = 81,000)
# CAKI-1 = CAKI-1 renal cancer. actives 4.7% (n = 75,000). AID 1794772
# SNB-75 = SNB-75 CNS cancer. actives 5% (n = 79,000). AID 1794750
# SF-539 = SF-539 CNS cancer; actives 6.8% (n = 81,000)
# * marks the source's active call; other numbers are inactive results; · = not tested or not shown. How the source made its calls: active means growth percent below 10; inactive means the rest.
SMILES,SNB-19,A498,RXF 393,SF-268,ACHN,CAKI-1,SNB-75,SF-539
CNC(=O)c1cc(N2CCc3cc(NC(=O)Nc4cc(C(F)(F)F)cc(C(F)(F)F)c4)ccc32)ccn1,95,72,87,96,104,97,81,69
CC(Sc1nc2ccccc2c(=O)n1CCc1ccc(S(N)(=O)=O)cc1)C(=O)NCc1ccccc1 (centres undefined),106,99,116,101,109,98,98,100
CCCCCCCCCCCCCCCCNC(=S)N/N=C/c1ccc(Cl)cc1Cl,115,113,104,98,·,·,103,101
CC(=C(c1ccc(OCCN2CCCCC2)cc1)c1ccc(OCCN2CCCCC2)cc1)c1ccccc1,39,136,-66*,35,13,34,84,-93*
COC(=O)CNC(=O)C1CSC2(C(=O)N(C)c3ccccc32)N1C(=O)C1CCCCC1 (centres undefined),109,97,103,88,101,·,83,100
O=C1OCC2=C1C(c1ccc(Cl)c(Cl)c1)c1cc3c(cc1N2CCO)OCCO3 (centres undefined),33,-5.5*,8.2*,43,46,34,30,2.8*
COCCOC(=O)C1=C(C)NC(C)=C(C(=O)OC)C1c1cccc(C#N)c1 (centres undefined),102,87,104,99,100,93,84,102
COC1CCC(C(C)C)C(C)C1 (centres undefined),99,107,115,102,95,95,93,98
COc1cc(C2CC(c3ccc(C)cc3)=Nc3c(N)nc(N)nc3N2)ccc1Oc1nc(NCCO)nc(N2CCOCC2)n1 (centres undefined),79,109,70,76,101,74,75,86
COc1ccc(/C=N/N=C(N)/C(N)=N/N=C/c2ccc(OC)c(S(=O)(=O)O)c2)cc1S(=O)(=O)O,97,83,112,99,103,·,98,91
O=C(Nc1ccccc1)c1ccncc1,98,90,102,101,96,92,78,96
CN(C)c1ccc(/C=C2\CCc3ccccc3C2=O)cc1Br,104,90,106,99,101,87,103,93
CC1=CC(C)(C)Nc2ccc(Cc3ccc4c(c3)C(C)=CC(C)(C)N4)cc21,93,109,80,103,94,74,86,97
O=C(CCC(=O)c1nc2ncccc2[nH]1)NN1C(=O)CSC1c1ccccc1Br (centres undefined),98,97,116,93,·,79,81,112
COC(=O)c1cc(=O)nc(NN=C2CCCCC2)s1,106,98,101,116,104,102,92,92
O=C(c1cccs1)c1sccc1Cc1ccccc1,97,71,113,106,97,109,97,105
CN(C)S(=O)(=O)O[C@@H]1C(=O)N(c2cc3c4ccccc4ccc3c3ccccc23)[C@H]1c1ccc(F)cn1,94,93,105,89,102,·,89,105
NCCCc1nn2c(CCC(=O)c3nc4ccccc4[nH]3)nnc2s1,111,115,113,105,94,93,83,112
CC(Sc1nc2sc3c(c2c(=O)n1-c1ccc(Cl)cc1)CCCC3)C(=O)Nc1nc(-c2cccc(Br)c2)cs1 (centres undefined),99,·,100,93,103,91,85,96
Cc1cc(C(=O)O)c(N)c(C)n1,110,101,121,104,109,92,89,102

# Brought forward from above: four entries, followed by the next part.
SMILES,SNB-19,A498,RXF 393,SF-268,ACHN,CAKI-1,SNB-75,SF-539
CN(C)S(=O)(=O)O[C@@H]1C(=O)N(c2cc3c4ccccc4ccc3c3ccccc23)[C@H]1c1ccc(F)cn1,94,93,105,89,102,·,89,105
NCCCc1nn2c(CCC(=O)c3nc4ccccc4[nH]3)nnc2s1,111,115,113,105,94,93,83,112
CC(Sc1nc2sc3c(c2c(=O)n1-c1ccc(Cl)cc1)CCCC3)C(=O)Nc1nc(-c2cccc(Br)c2)cs1 (centres undefined),99,·,100,93,103,91,85,96
Cc1cc(C(=O)O)c(N)c(C)n1,110,101,121,104,109,92,89,102
O=C(Nc1nc2ccccc2s1)c1ccc(F)cc1,126,90,107,114,98,63,97,102
CNCCOC(=O)c1ccccc1,102,97,123,104,111,101,79,102
Cc1ccc2sc3c(Cl)nc4ccccc4c3c(=O)c2c1,102,97,106,98,102,80,81,95
COc1cccc(C2=C(Br)C(=O)c3nc(C)ccc3C2=O)c1,42,·,78,42,17,57,81,52
Cn1cc(-c2nn3cc(-c4ccccc4)nc3s2)c2ccccc21,73,85,89,81,74,55,40,78
Fc1ccc(-c2cc3nc(C(Cl)Cl)nc(-c4ccc(F)cc4)n3n2)cc1,1.9*,-53*,-58*,23,-41*,-18*,-12*,21
CCCn1cnc2c(c1=N)C(c1ccc(Cl)cc1)c1sc3c(C)cccc3c1O2 (centres undefined),26,-13*,-4.2*,41,29,30,27,-21*
Cc1cc(=O)oc2cc(OCc3cn(CCNc4nc(-c5ccc(Cl)cc5)cn5ccnc45)nn3)ccc12,100,87,91,98,97,98,84,94
Cn1cnccc1=O,101,101,·,106,109,99,78,101
S=C(c1cccs1)N1CCN(c2ccc(Cl)cc2)CC1,98,96,108,105,101,99,97,103
CCc1c(N=O)c(-c2ccccc2)n(O)[n+]1[O-],109,79,112,101,103,101,103,100
COc1ccc(N=Nc2c(N)nn3c2NC2=C(CCC/C2=C/c2ccc(Cl)cc2)C3c2ccc(Cl)cc2)cc1 (centres undefined),99,95,122,101,101,87,94,100
CCOc1ccc(/C=N/NC(=O)c2cccc3ccccc23)cc1OCC,110,78,109,108,102,99,106,105
COc1ccc(-c2cc(-c3cccs3)[nH]c(=O)c2C#N)cc1,98,87,90,110,98,117,89,97
Cc1cc(C)c(NC(=O)c2sc3nc4c(cc3c2N)CN(Cc2ccccc2)CC4)c(C)c1,43,1.9*,26,37,46,·,7.6*,8.4*
N/N=C1/C(=O)c2cccc3cccc1c23,99,87,115,92,94,82,90,100
Cc1ccc(NC(=O)c2cc(NCc3cc(O)ccc3O)ccc2O)cc1,100,·,87,84,100,107,98,84
COc1ccc(C(c2cc(OC)c(OC)c(OC)c2)N2CCN(c3ccccc3)CC2)cc1 (centres undefined),84,89,96,96,98,86,90,94
Cc1nn(-c2ccc(F)cc2)c2ncnc(Oc3ccc(NC(=O)Nc4cc(C(F)(F)F)ccc4F)cc3)c12,95,98,117,91,95,80,77,101
COc1cc(/C=N/NC(=O)c2ccc(C(F)(F)F)nc2Nc2cc(Cl)ccc2C)cc(OC)c1OC,75,100,78,89,104,77,96,103

# Reformatted: entries from further up.
# Order of results – SNB-19 | A498 | RXF 393 | SF-268 | ACHN | CAKI-1 | SNB-75 | SF-539
- COCCOC(=O)C1=C(C)NC(C)=C(C(=O)OC)C1c1cccc(C#N)c1 (centres undefined)
    102 | 87 | 104 | 99 | 100 | 93 | 84 | 102
- O=C(CCC(=O)c1nc2ncccc2[nH]1)NN1C(=O)CSC1c1ccccc1Br (centres undefined)
    98 | 97 | 116 | 93 | · | 79 | 81 | 112
- CCCn1cnc2c(c1=N)C(c1ccc(Cl)cc1)c1sc3c(C)cccc3c1O2 (centres undefined)
    26 | -13* | -4.2* | 41 | 29 | 30 | 27 | -21*
- COC1CCC(C(C)C)C(C)C1 (centres undefined)
    99 | 107 | 115 | 102 | 95 | 95 | 93 | 98

# Next part
SMILES,SNB-19,A498,RXF 393,SF-268,ACHN,CAKI-1,SNB-75,SF-539
CSc1ccccc1NC(=O)CN(C)Cc1c(O)ccc2cc(Br)ccc12,99,99,104,106,113,141,91,102
Cc1ccc(S(=O)(=O)N(CCn2ccnc2[N+](=O)[O-])CCn2ccnc2[N+](=O)[O-])cc1,101,112,84,111,101,89,96,98
CC(CC(=O)c1ccccc1)N1CCCC1 (centres undefined),118,103,117,101,112,100,94,103
COc1ccc(OC)c(Nc2nc3nonc3nc2Nc2cccc(Br)c2)c1,15,-40*,24,21,-23*,0.2*,3.1*,-7.2*
Nc1ncnc2c1N=C(c1ccc3c(c1)OCO3)CC(c1ccc(Cl)cc1)N2 (centres undefined),68,87,55,77,78,74,48,80
NC1=NC2(CCCCC2)N(c2ccc(S(N)(=O)=O)cc2)C(N)=N1,93,94,118,97,103,95,73,95
COc1ccc(C2=NN(C(C)=O)C(c3cc(-c4cc5ccccc5o4)n(-c4ccccc4)n3)C2)cc1 (centres undefined),98,110,115,107,100,87,110,98
O=C(Nc1cccc(Cl)c1)Oc1c(Br)c(Br)c(Br)c(Br)c1Br,101,78,·,91,104,91,90,98
N#Cc1nc(-c2ccco2)cc(-c2ccc(Nc3nc(N4CCCCC4)nc(N4CCCCC4)n3)cc2)c1N,103,109,93,103,102,101,104,109
Cc1ccc2oc(=O)cc(/C=N\Nc3nc(-c4ccc(Cl)cc4Cl)cs3)c2c1,91,80,107,97,·,·,85,101
c1ccc(N=C(C(=Nc2ccccc2)c2ccccc2)c2ccccc2)cc1,81,94,88,88,89,82,101,99
CC(=O)c1cc2c(c(O)c1C)C(=O)C(=O)c1c(O)cccc1-2,-86*,-81*,-90*,-46*,-90*,-80*,-98*,-98*
CCCCCC/C=N/Nc1ccc([N+](=O)[O-])cn1,108,103,104,103,·,·,105,94
O=C(N=P(c1ccccc1)(c1ccccc1)c1ccccc1)c1ccccc1,97,89,105,116,86,86,86,105
CCCCN1C(=O)c2cccc3cccc(c23)C1=O,96,94,83,91,94,67,80,91
CCCN1C(=O)CC(c2ccc(OC)c(OC)c2)C1=O (centres undefined),·,·,113,101,109,79,80,109
O=C(/C=C/c1cccnc1Cl)c1ccccc1O,87,110,92,108,102,89,104,92
CNC(=O)NC(=O)CC#N,97,94,121,111,104,105,96,103
CCCSc1cc(SCCC)nc(N)n1,90,84,103,105,·,99,81,·
O=C1OCC/C1=C\c1ccc2c(c1)OCO2,·,91,·,115,110,62,90,98
c1ccc(CNCc2ccccc2)cc1,88,90,116,101,92,·,90,93
CCOC(=O)CNc1ncnc2onc(-c3ccccc3)c12,104,119,98,102,94,91,85,114
C/C(=C(/C)C1CC1CCNS(=O)(=O)c1ccc(C)cc1)c1cccc(C(F)(F)F)c1 (centres undefined),91,92,96,85,91,76,81,92
CS(=O)(=O)c1ccc(C(=O)N/N=C/c2ccc(O)cc2)cc1,103,91,97,100,109,97,100,110
Cc1[nH]c2cccc3c2c1CCN1C(=O)OC(C)(C)C31C (centres undefined),101,87,100,102,102,114,101,100
C=CCNC(=S)NNC(=S)N/N=C/c1cc(OC)c(OC)c(OC)c1,95,103,99,99,91,71,86,92
Cc1ccc([C@H]2C(C(=O)c3ccc(Cl)cc3)C3(N[C@@H]2c2ccccc2)C(=O)Nc2ccc(Cl)cc23)cc1 (some centres undefined),66,94,27,56,39,39,·,77
CCN(CC)CCCC(Cc1ccccc1)Nc1c2ccc(Cl)cc2nc2ccc(OC)cc12 (centres undefined),35,47,-52*,52,-39*,33,11,-88*
COc1ccc(-c2nc(SCCC(C)C)nc(N/N=C\c3cccc(Cl)c3)c2C#N)cc1,76,42,88,71,18,61,4.6*,84
CC(O)(C(=O)O)c1cccc2ccccc12 (centres undefined),103,95,110,100,110,·,93,95
C(=N/Nc1ncc(-c2cc3cc(-c4ccccc4)ccc3o2)s1)/c1cccs1,99,33,129,102,98,103,100,100
CC(=O)Nc1ccc2ccccc2c1Br,93,87,96,81,84,82,70,82
COC(=O)CC(=O)c1ccco1,101,80,98,96,96,90,92,95
CCn1cc(-c2nc(N)[nH]c(=O)c2C#N)c(-c2ccc(Br)cc2)n1,93,78,120,93,97,97,85,92
O=c1cc(Cn2cc(CSc3nc4cc(Cl)ccc4o3)nn2)c2c(ccc3ccccc32)o1,106,80,110,99,101,98,90,97
